# Vif-A3G inh = inhibitors of Vif-APOBEC3G interaction | Q9HC16 | HeLa A3G-eYFP + Vif (tagged APOBEC3G with the HIV-1 protein that degrades it), YFP fluorescence, overnight | Potency, µM (titrated, usually from 46.1 µM), without a hit: top-dose activity, negative = active, hits mostly inhibitors | 410,000 compounds, 0.076% hits | AID 602310;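 also: potency is read from the fitted curve at half-maximal effect; % is scaled to controls: 0 for no effect and ±100 for the full control effect; nearly all actives have a fitted effect of over 60% in size; hits raise eYFP signal because A3G escapes Vif-driven loss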
#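 Read-out is eYFP fluorescence (Ex 488/Em 500-530) from Vif-expressing HeLa A3G-eYFP cells; more signal means A3G escaped Vif-mediated degradation. Cells plated overnight, compound pinned in, incubated overnight at 37 deg C.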
# Vif-A3F inh = blocks the Vif interaction with APOBEC3F. HeLa A3F-eYFP + Vif (tagged APOBEC3F with the HIV-1 protein that degrades it), YFP fluorescence increase. Potency, µM (top dose mostly 46.1 µM), for the others: at the highest dose activity, negative = active. 390,000 compounds, 0.2% hits. AID 602313; also: potency is read from the fitted curve at half-maximal effect; % of control where 0% means no effect; nearly all actives have a fitted effect of over 65% in size
#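 HeLa cells stably expressing Vif plus C-terminally eYFP-tagged A3F were seeded, incubated overnight at 37 deg C, dosed with compound, incubated overnight again at 37 deg C. Yellow fluorescence (Ex 488/Em 500-530) reported blocked Vif-mediated A3F-eYFP degradation.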
# D1 agonist = agonists of human D1 dopamine receptor | P21728 | HEK293 T-REx D1 cells, calcium flux, agonist mode | activation, % at 2 µM | 360,000 compounds, 1% hits | AID 504660; in the data active = activation above about 30%; also: 0% is about no effect
# Target sequence (P21728 whole entry, looked up): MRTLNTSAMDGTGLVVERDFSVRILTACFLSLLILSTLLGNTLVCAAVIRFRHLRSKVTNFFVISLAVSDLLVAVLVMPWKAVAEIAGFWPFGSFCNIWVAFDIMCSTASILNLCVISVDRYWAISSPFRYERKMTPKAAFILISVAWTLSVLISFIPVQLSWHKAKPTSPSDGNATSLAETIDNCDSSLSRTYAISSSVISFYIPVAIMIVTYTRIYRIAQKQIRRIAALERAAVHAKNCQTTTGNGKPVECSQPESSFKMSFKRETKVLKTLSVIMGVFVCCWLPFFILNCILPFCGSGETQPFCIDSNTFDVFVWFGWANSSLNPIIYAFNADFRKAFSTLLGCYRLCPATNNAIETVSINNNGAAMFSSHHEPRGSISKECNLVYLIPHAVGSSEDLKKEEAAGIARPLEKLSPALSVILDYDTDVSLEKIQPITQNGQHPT
#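 Inducible HEK293 T-REx D1 cells, force-coupled to calcium signalling, were plated at 4000 cells/well with tetracycline and held overnight at 30 C. After no-wash calcium dye loading, compound-evoked calcium rise over 180 s flagged agonists.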
# D1 antag = blocks dopamine activation of the human D1 receptor | P21728 | HEK293 TREx D1 cells, calcium flux, dopamine EC80; hits give low values | activity change, negative = inhibition, % at 10 µM | 360,000 compounds, 3.2% hits | AID 504652; in the data active = activity change below about -30%; also: % is scaled to controls: 0 for no effect and ±100 for the full control effect
#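 Compound effects on dopamine-evoked calcium signalling were measured in tetracycline-induced HEK293 Trex D1 cells. Dopamine at EC80 followed a 180 s compound pre-read, and fluorescence was tracked kinetically for 180 s more.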
# RXFP1 ag = agonists of human relaxin receptor RXFP1; Q9HBX9; HEK293T-RXFP1 cAMP TR-FRET, 30 min; response scale: percent of porcine relaxin response, buffer zero; Potency, µM (series often up to 57.5 µM), without a hit: top-dose activation, most hits filed as activators; 370,000 compounds, 0.3% hits; AID 2676; also: potency is read from the fitted curve at half-maximal effect; % is scaled to controls: 0 for no effect and ±100 for the full control effect; nearly all actives have a fitted effect of over 60% in size; many of its hits are not listed in these tables
#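 HEK293 cells stably expressing RXFP1, treated 30 min at 37C with compounds plus PDE4 inhibitor Ro 20174; cAMP measured by HTRF TR-FRET. Normalized to buffer and 29 nM porcine relaxin; EC50 by Hill fit.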
# D2 potentiator = positively modulates the human D2 dopamine receptor allosterically | P14416 | HEK293 T-REx D2, calcium flux, EC20 dopamine potentiation | potentiation, % at 10 µM | 340,000 compounds, 0.34% hits | AID 485347;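 active = potentiation over 3 SD above the plate norm, cut at about 30% in these data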; also: 0% is about no effect
# Target sequence (P14416 whole entry, looked up): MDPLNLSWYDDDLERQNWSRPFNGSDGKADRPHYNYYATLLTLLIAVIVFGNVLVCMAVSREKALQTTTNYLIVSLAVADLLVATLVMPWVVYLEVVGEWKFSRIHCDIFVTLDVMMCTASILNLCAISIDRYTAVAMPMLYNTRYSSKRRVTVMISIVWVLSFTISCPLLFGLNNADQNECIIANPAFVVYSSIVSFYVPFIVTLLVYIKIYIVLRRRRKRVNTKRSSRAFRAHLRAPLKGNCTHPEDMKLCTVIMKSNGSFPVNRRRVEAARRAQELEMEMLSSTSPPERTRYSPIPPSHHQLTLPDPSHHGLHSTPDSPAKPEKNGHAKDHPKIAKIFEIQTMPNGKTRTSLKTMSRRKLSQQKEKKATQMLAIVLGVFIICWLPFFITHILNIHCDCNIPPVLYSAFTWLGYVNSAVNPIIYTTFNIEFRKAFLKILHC
#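 Using a no-wash calcium dye in inducible, force-coupled HEK293 Trex cells expressing D2, we tracked fluorescence each second for 180 s after compound, then for 180 s after EC20 dopamine to detect augmented signalling.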
# LDHA block = blocks human lactate dehydrogenase A | activity change, % (values are at about 110 or 230 µM) | P00338 | purified LDHA, NADH/diaphorase-resazurin fluorescence; hits give low values | 480,000 compounds, 0.15% hits; in the data active = activity change below about -30%; inconclusive = mostly about -25% to -30%;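 also: plate controls were DMSO wells for no effect and wells without enzyme for full effect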
#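 Remaining NADH was detected by diaphorase (0.133 mg/mL) converting 37 µM resazurin to fluorescent resorufin, read at 0 and 20 minutes. The preceding 5-minute room-temperature reaction used 2 nM LDHA, 0.2 mM sodium pyruvate and 0.06 mM NADH at pH 7.4.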
# D1 PAM = potentiators of human D1 dopamine receptor. P21728. HEK293 TREx D1 cells, calcium flux, dopamine EC20 potentiation. potentiation, % at 10 µM. 360,000 compounds, 0.036% hits; in the data active = potentiation above about 30%; also: 0% is about no effect
# GRP78 ERSR act = inducers of ER stress response in human glioma cells; U87-MG GRP78 promoter luciferase reporter, 16 h; Potency, µM, for the others: at the highest dose activation, actives largely listed as activators; 420,000 compounds, 0.02% hits; AID 602332; also: potency is read from the fitted curve at half-maximal effect; series mostly up to about 76 µM; % of control where 0% means no effect; nearly all actives have a fitted effect of over 35% in size
#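 ERSR induction read as luciferase luminescence (Bright-Glo, 10 min at room temperature) in stably transfected human U87-MG glioma cells exposed to compounds for 16 h, using GRP78 as sensor.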
# Starred values were filed as active, the others as inactive; ? = inconclusive; / = not tested or not shown; & = joins results of further samples. Unless noted, calls follow the shape of the dose curve; as a rule, active = well fitted curve in the direction sought with a large enough effect; inconclusive = small, poorly fitted or top-dose-only effect, or another doubt; inactive = no such curve, though single readings can be large; an effect the other way counts as inactive or inconclusive. Some of the compounds tested. The share of hits here may be higher or lower than overall.
1. O=C(Nc1ncccc1O)c1ccc(OCC2CCCO2)cc1 (centres undefined)
2. CCOC(=O)c1c(NC(=O)C(=O)N/N=C/c2ccc(OCC)cc2)sc2c1CCCCC2
3. O=C(CN1C(=O)c2cccc3cccc1c23)N1CCc2ccccc2C1
4. O=C(CSCc1c(F)cccc1F)Nc1ccccc1
5. COC(=O)c1cnc[nH]1
6. CCCOc1ccc(CNC(=O)c2[nH]c3cc(OC)ccc3c2Sc2ccccc2)cc1
7. COc1ccc(S(=O)(=O)c2c(O)c3ccc(C(=O)Nc4ccccc4Cl)cc3[nH]c2=O)cc1
8. CC1CCN(C(=O)CSc2nc(N)c(NC(=O)c3ccccc3)c(=O)[nH]2)CC1

Compound	1	2	3	4	5	6	7	8
Vif-A3G inh	0%	0%	1%	2%	1%	-3%	-1%	-1%
Vif-A3F inh	-3%	3%	2%	15%	-1%	0%	-1%	-1%
D1 agonist	4	-1	2	1	5	4	4	4
D1 antag	28	-9	-15	-74*	14	6	-3	-9
RXFP1 ag	2.1%	4.0%	2.3%	1.6%	1.3%	-2.0%	-0.1%	-1.3%
D2 potentiator	-10	10	-2	-2	-11	-6	20	-1
LDHA block	3	-2	0	0	1	-1	0	-1
D1 PAM	-6	-7	-4	-12	-3	-3	-1	3
GRP78 ERSR act	-14%	-3%	-3%	1%	-1%	-1%	-3%	-5%

9. O=S(=O)(c1ccc(Cl)cc1)N(Cc1ccccn1)Cc1ccccn1
10. CC(=O)c1ccc(-c2ccc([C@H]3[C@H]4C=CC[C@@H](C)[C@@H]4C(=O)N3Cc3ccccc3)c(F)c2)cc1
11. O=S(=O)(Nc1cccc(S(=O)(=O)N2CCCCC2)c1)c1ccc(Cl)s1
12. COc1ccc(-n2c(-c3ccc(Cl)cc3Cl)n[nH]c2=S)c(OC)c1
13. CCc1ccc(CNC(=O)c2ccc3c(c2)NC(=O)C(N2CCOCC2)S3)cc1 (centres undefined)
14. COCc1ccc(CN2CCC(n3nccc3NC(=O)CCCc3ccccc3)CC2)o1
15. COc1ccc(C2C(C#N)=C(N)Oc3cc(C)[nH]c(=O)c32)cc1OC (centres undefined)
16. COc1cc2c(cc1OC)C(c1ccc(-c3ccccc3Cl)o1)=NCC2

Compound	9	10	11	12	13	14	15	16
Vif-A3G inh	-7%	2%	1%	-1%	-1%	1%	4%	-8%
Vif-A3F inh	2%	-4%	1%	-1%	-2%	-6%	1%	-7%
D1 agonist	3	12	/	3	0	9	0	-3
D1 antag	3	-21	/	0	7	-9	-4	/
RXFP1 ag	-4.1%	0.2%	/	-0.2%	-0.6%	1.1%	0.1%	5.9%
D2 potentiator	0	10	/	-8	-1	-21	6	9
LDHA block	-9	-2	-7	-4	-2	-2	-5	10
D1 PAM	-3	-3	/	8	-7	-7	-2	-4
GRP78 ERSR act	0%	-3%	-4%	-3%	-5%	3%	0%	4%

17. COc1ccc2cc(C(=O)Nc3ccc(S(N)(=O)=O)cc3)sc(=O)c2c1OC
18. Cc1cc(S(=O)(=O)N2CCCCCC2)c(Cl)cc1Cl
19. O=C(Cc1ccc(S(=O)(=O)N2CCCCC2)s1)Nc1cccc2ccccc12
20. C[C@@H]1CC=C[C@H]2[C@H]1C(=O)N(Cc1ccccc1)[C@H]2c1ccc2ccccc2c1Br
21. CC(=O)NC(CC(=O)Nc1cccc(S(=O)(=O)N2CCOCC2)c1)c1ccccc1 (centres undefined)
22. CCN(CC)S(=O)(=O)c1ccc(OC)c(NC(=O)C2CC(=O)N(c3ccc4c(c3)OCCO4)C2)c1 (centres undefined)
23. CCOC(=O)C1=CC[C@]2(C)c3c(c4ccccc4n3C)C(=O)C1N2C
24. COc1cccc(N2CC(C(=O)Nc3nnc(SCc4ccccn4)s3)CC2=O)c1 (centres undefined)

Compound	17	18	19	20	21	22	23	24
Vif-A3G inh	-2%	3%	-4%	-18%	0%	-1%	2%	-6%
Vif-A3F inh	-15%	2%	-12%	-4%	1%	1%	3%	7%
D1 agonist	0	0	6	6	3	2	2	2
D1 antag	-21	-3	28	14	5	6	-45*	-13
RXFP1 ag	1.1%	0.4%	3.7%	0.0%	0.1%	-0.9%	0.2%	-0.5%
D2 potentiator	-8	-3	-2	3	4	0	24	11
LDHA block	-9	4	-5	0	-5	-8	2	-5
D1 PAM	-6	4	6	7	1	7	-8	-6
GRP78 ERSR act	-4%	-8%	-4%	5%	-2%	8%	-4%	-2%

# The closing 4 compounds of the section above are carried over, then new ones follow:
21. CC(=O)NC(CC(=O)Nc1cccc(S(=O)(=O)N2CCOCC2)c1)c1ccccc1 (centres undefined)
22. CCN(CC)S(=O)(=O)c1ccc(OC)c(NC(=O)C2CC(=O)N(c3ccc4c(c3)OCCO4)C2)c1 (centres undefined)
23. CCOC(=O)C1=CC[C@]2(C)c3c(c4ccccc4n3C)C(=O)C1N2C
24. COc1cccc(N2CC(C(=O)Nc3nnc(SCc4ccccn4)s3)CC2=O)c1 (centres undefined)
25. CC(=O)N1CCCC(C(=O)c2ccc3c4c(cccc24)CC3)C1 (centres undefined)
26. Cc1cccc(N2CCN(C(=O)c3ccc4c(c3)N(Cc3cccc(Cl)c3)C(=O)c3ccccc3S4(=O)=O)CC2)c1C
27. COc1cccc(-c2nnc3sc(-c4cccs4)nn23)c1
28. Cc1[nH][nH]c(=O)c1C(c1ccc(Cl)cc1)c1c(C)[nH][nH]c1=O
29. COC(=O)C(NC(=O)CSc1nc(N)cc(=O)[nH]1)c1ccccc1 (centres undefined)
30. CCOC(=O)c1c(C)[nH]c(C)c1S(=O)(=O)N(C)CC(=O)Nc1cccc(C)c1
31. CCC(=O)c1ccc(OCC(=O)NCc2ccccc2CN2CCCC2)cc1
32. O=C(NCC(c1ccccc1Cl)N1CCCC1)c1ccc(N2CCCC2=O)cc1 (centres undefined)

Compound	21	22	23	24	25	26	27	28	29	30	31	32
Vif-A3G inh	0%	-1%	2%	-6%	-1%	6%	-2%	-1%	-5%	1%	3%	-1%
Vif-A3F inh	1%	1%	3%	7%	1%	-2%	/	8%	19%	-16%	2%	0%
D1 agonist	3	2	2	2	0	3	2	0	1	0	/	5
D1 antag	5	6	-45*	-13	17	8	-18	-1	0	7	/	-3
RXFP1 ag	0.1%	-0.9%	0.2%	-0.5%	0.8%	-2.7%	6.1%	-2.3%	-0.6%	0.4%	/	0.5%
D2 potentiator	4	0	24	11	-5	-13	4	7	0	1	/	8
LDHA block	-5	-8	2	-5	-2	1	-5	-2	1	-5	-4&0	-2
D1 PAM	1	7	-8	-6	-3	-2	-6	-1	6	3	/	5
GRP78 ERSR act	-2%	8%	-4%	-2%	3%	-1%	1%	-1%	-2%	-2%	-4%	4%

33. CC(C)(C)NC(=O)CSc1nnc(CN2CCCCCC2=O)n1-c1ccccn1
34. CC(NC(=O)Cn1ccc2cc(S(=O)(=O)N3CCCCCC3)ccc21)c1ccccc1 (centres undefined)
35. Cc1ccc(CN2CCC(CNC(=O)Nc3cccc(C)c3C)C2)cc1 (centres undefined)
36. COC(=O)c1ccc(NC(=O)CSc2nncn2C)cc1
37. COCOCCn1cc(CN2CCS(=O)(=O)N(Cc3ccc(-c4cccc(CO)c4)cc3)C(CC(C)C)C2=O)nn1 (centres undefined)
38. Cc1ccc(/C=C/C(=O)NC(=S)N2CCN(C)CC2)cc1
39. CC(/C=C/c1ccc(N(C)C)cc1)=N/N=C1/NC(=O)CC(C(=O)Nc2ccc(Cl)cc2)S1 (centres undefined)
40. COc1ccc(OC)c(S(=O)(=O)N2CCC3(CC2)CC(=O)c2ccccc2O3)c1

Compound	33	34	35	36	37	38	39	40
Vif-A3G inh	1%	4%	7%	0%	0%	-5%	-19%	5%
Vif-A3F inh	-7%	-1%	-1%	3%	-2%	-9%	?	6%
D1 agonist	4	4	1	1	/	-2	3	0
D1 antag	-6	-4	19	-29	/	-8	9	-17
RXFP1 ag	-0.4%	-0.1%	-1.5%	1.1%	/	-0.4%	1.2%	-0.3%
D2 potentiator	8	-3	-16	-5	/	-2	5	-6
LDHA block	-2	0	2	-10	1	-4	3	-4
D1 PAM	-5	0	-1	-5	/	2	-3	-9
GRP78 ERSR act	-4%	-3%	-1%	3%	0%	4%	1%	-4%

41. CC(=O)C(CC(=O)N1CCCc2ccccc21)C(=O)Nc1ccc(F)cc1 (centres undefined)
42. CCOC(=O)C1=C(c2ccccc2)N=C2SCC(=O)N2C1c1ccc(OC)c(OC)c1 (centres undefined)
43. O=C(COc1ccc(Br)cc1Br)NC(=O)NC1CCCC1
44. COc1cc(OC)c2c(-c3cccc(-c4ccc(CO)cc4)c3)cc(=O)oc2c1
45. CNC(=O)C1CC(=O)N(c2ccc(F)c(Cl)c2)C1 (centres undefined)
46. Cc1cc(=O)oc2cc(OCC(=O)NCCN3CCOCC3)ccc12
47. O=C(Nc1ncnc2sc3c(c12)CCCC3)c1ccncc1
48. O=C(NC1CCCCC1)c1cccc(S(=O)(=O)N2CCOCC2)c1

Compound	41	42	43	44	45	46	47	48
Vif-A3G inh	2%	0%	-9%	-11%	2%	-5%	0%	1%
Vif-A3F inh	/	-7%	?	-22%	6%	-17%	-6%	1%
D1 agonist	-2	4	5	/	-1	5	2	3
D1 antag	/	1	-9	/	9	9	10	-1
RXFP1 ag	-0.1%	-0.8%	0.9%	/	-1.2%	2.7%	5.3%	0.5%
D2 potentiator	9	7	-8	/	-4	0	-2	4
LDHA block	0	-2	0	0	-7	-4	0	-4
D1 PAM	3	-2	0	/	1	1	5	-6
GRP78 ERSR act	-1%	-1%	4%	-5%&-7%	-3%	-2%	-2%	-2%

# Compound activity (PubChem BioAssay)
